hiPSC survival – enhancers of single-cell hiPSC survival, primary screen, ATPlite luminescence; 100% = ROCK inhibitor wells, 0% = DMSO; survival enhancement, % at 20 µM; hit rate 0.044% among 360,000; in the data active = survival enhancement above about 18%;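 note: cells exposed to compounds for 16 hours before the ATP read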
TRPM1 prom inh – inhibitors of MITF-dependent TRPM1 promoter reporter, primary screen, cell-based, SK-MEL-5, single point, luciferase; inhibition, % at 12.5 µM; SK-MEL-5 TRPM1 promoter luciferase, 24 h; hit rate 0.83% among 330,000;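 active = mean inhibition across replicates of 60% or more, whatever share of single replicates reaches that level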; note: values of inactives mirror those of a sister screen read the other way
KKLEB cytotox – cytotoxicity in KKLEB CF airway cells, primary screen, cytotoxicity control for CF NF-kB inhibitor project, cell-based, uHTS, fluorescence assay plates | activity change (cytotoxicity), % at 5 µM | hit rate 0.36% among 360,000 | KKLEB CF airway cells viability, ATPlite luminescence, overnight; hits give low values; cells stimulated with P. aeruginosa culture filtrate;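 active = corrected activity change at or below -50% at 5 µM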
NR2E3 ag-1 – inhibitors of NR2E3-RetCOR corepressor binding, primary screen, NR2E3 agonist project, biochemical, TR-FRET, GST-NR2E3, biotin-RetCOR | 1536-well | inhibition of corepressor binding, % at 4.78 µM | hit rate 0.12% among 320,000 | AID 2300, 2010;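 active = percent inhibition above the cutoff of mean plus 3 SD of all tested compounds, set per screening campaign, cut at about 20% in these data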;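 note: 0% = DMSO wells and 100% = biotin wells as full block of FRET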
Target sequence (Q9Y5X4 whole entry, looked up): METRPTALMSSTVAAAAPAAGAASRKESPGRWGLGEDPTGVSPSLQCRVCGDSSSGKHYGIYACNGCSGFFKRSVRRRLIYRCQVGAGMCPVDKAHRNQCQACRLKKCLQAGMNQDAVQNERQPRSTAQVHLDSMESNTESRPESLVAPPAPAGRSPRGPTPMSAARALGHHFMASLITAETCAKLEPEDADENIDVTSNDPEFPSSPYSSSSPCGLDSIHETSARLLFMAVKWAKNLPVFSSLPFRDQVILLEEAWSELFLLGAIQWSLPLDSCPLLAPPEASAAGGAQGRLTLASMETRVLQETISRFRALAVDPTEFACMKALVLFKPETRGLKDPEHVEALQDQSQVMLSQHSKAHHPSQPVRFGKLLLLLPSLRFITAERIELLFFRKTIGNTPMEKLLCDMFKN
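Test system: GST-NR2E3 and biotin-RetCOR proteins | Quantity: 1.35 nM GST-tagged NR2E3 final | Medium: Tris pH 7.5 | Also added: 7 nM biotin-RetCOR | Dosing: Compound at 4.8 µM, single dose | Timing: 5 h at 4 °C | Detection: Time-resolved FRET | Read-out basis: Percent inhibition | Benchmarks: Biotin wells as high control, 0.6% DMSO wells as low control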
aDG glyco up – activators of alpha-DG glycosylation, primary screen, uHTS, Pro5-aDG cells, AlphaScreen | alpha-DG glycosylation AlphaScreen (IIH6); 0% Pro5, 100% B10-LARGE cell signal | activation, % at 10 µM | hit rate 0.22% among 360,000 | AID 624168, 2012;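 active = activation of at least 8% versus controls, or a plate z-score of at least 8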;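 note: Pro5 are CHO cells carrying HIG-tagged alpha-DG that lacks glycosylation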
Peg3 prom inh – Peg3 promoter-driven luciferase inhibitors, primary screen, cell-based, HeLa, luciferase luminescence; HeLa PEG-Prom luciferase reporter, overnight; inhibition, % at 20 µM; hit rate 1.7% among 360,000; AID 588405, 2011;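 active = inhibition of at least 50% at 20 µM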
NR2E3 ag-2 – NR2E3 agonists in two-hybrid cells, primary screen, cell-based, luminescence, CHO-S, Gal4-NCOR/VP16-NR2E3 | Photoreceptor-specific nuclear receptor (Homo sapiens), Q9Y5X4 | hit rate 0.35% among 360,000 | luciferase | inhibition of corepressor binding, % at 3.98 µM | AID 602229, 2012;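 active = inhibition above the mean of all tested compounds plus 3 SD, cut at about 70% in these data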;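 note: 0% = DMSO with NR2E3 transfected cells and 100% = cells lacking NR2E3 construct; higher means lower luciferase signal from less NR2E3 corepressor binding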
CF NFkB block – inhibitors of PAF-induced NF-kB signaling, primary screen, cell-based, GFP fluorescence, uHTS. KKLEB NF-kB-GFP reporter, GFP fluorescence overnight. inhibition, % at 5 µM. hit rate 0.86% among 360,000;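 active = at least 50% inhibition at 5 µM, scaled per plate between neutral and stimulator controls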;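 note: PAF is a Pseudomonas aeruginosa culture filtrate used as stimulus; plate controls were PAF-stimulated DMSO wells for no effect and unstimulated DMSO wells for full effect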
TWEAK Fn14 block – inhibitors of TWEAK-Fn14 signaling, primary screen, luciferase reporter cells, uHTS; TWEAK-stimulated Fn14 reporter cells, luciferase luminescence, 8 h; inhibition, % at 10 µM; hit rate 2% among 360,000; in the data active = inhibition above about 50%
Shn3 inh set2 – reduction of Shn3 3'UTR firefly luciferase signal, primary screen, Schnurri-3 inhibitor project, cell-based, Clone20 osteoblasts, set 2. inhibition, % at 12.5 µM. AID 588674, 2011. Clone20 osteoblast Shn3 3'UTR firefly luciferase, 24 h. hit rate 0.52% among 360,000;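 active = mean inhibition of at least 75% with every replicate also reaching 75%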;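 note: 0% = median of neutral control wells and 100% = pilot-screen positive control compound; some compounds past the cut are filed as inactive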
HIF-2a inh – HIF-2a reporter inhibitors, primary screen, luminescence, 786-0 RCC cells; hit rate 0.72% among 360,000; inhibition, % at 18.8 µM; 786-0 RCC cells HIF-2a reporter, luciferase luminescence, overnight; AID 624352, 2012;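 active = inhibition of the luminescence signal of 40% or more relative to plate controls, in a single-dose primary screen at 18.75 µM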
The depositor's hits bear a star; . = no result given.

SMILES	hiPSC survival	TRPM1 prom inh	KKLEB cytotox	NR2E3 ag-1	aDG glyco up	Peg3 prom inh	NR2E3 ag-2	CF NFkB block	TWEAK Fn14 block	Shn3 inh set2	HIF-2a inh
O=C(Nc1ccc(N2CCN(C(=O)c3ccc(Cl)cc3)CC2)cc1)c1ccc2c(c1)OCCO2	-2.2	73*	14	2	4.0*	23	-11	-7	92*	89*	-13
O=C(Nc1ccc(S(=O)(=O)Nc2ncccn2)cc1)c1ccc2ncsc2c1	-0.4	7	-5	-3	0.0	8	-4	-14	20	11	-8
Cc1ccccc1-n1c(C)nnc1SCC(=O)N(C)C1CCS(=O)(=O)C1 (stereo not drawn)	1.0	-2	-3	0	-0.2	-5	-3	8	-1	11	8
CCc1ccc(NC(=O)CC2C(=O)N(c3ccc(C)cc3)C(=O)N2CCc2ccncc2)cc1 (stereo not drawn)	0.2	3	-19	4	0.1	16	-21	12	7	3	-7
O=C(CCc1ccc(O)cc1)c1c(O)cc(O)cc1O[C@@H]1O[C@H](CO)[C@@H](O)[C@H](O)[C@H]1O	-0.3	8	-1	-4	0.0	0	13	-14	0	-14	17
O=C(NC(=S)NNS(=O)(=O)c1ccccc1)c1ccc([N+](=O)[O-])cc1	1.4	9	6	5	-0.1	6	-5	2	-20	-9	10
Cc1ccc(C(=O)N2CCCC(N3CCN(c4ccccc4F)CC3)C2)s1 (stereo not drawn)	0.2	0	-10	0	0.1	14	3	4	13	25	-2
CCC(=O)c1ccccc1OCCSc1nc(C)cc(=O)[nH]1	2.2	7	-7	9	-0.1	21	-8	14	-17	21	0
Cc1cc(C)cc(OC(=O)N2CCOCC2)c1	0.0	0	6	-5	-0.2	3	-2	-7	-11	3	14
Cc1cccc(-c2cccc(NC(=O)C3CCCN(C(=O)c4ocnc4C)C3)c2)c1 (stereo not drawn)	2.1	11	-9	3	0.1	-73	-19	9	-7	-22	-81
COc1ccc(NC(=O)N(Cc2cc3ccc(OC)cc3[nH]c2=O)CC2CCCO2)cc1 (stereo not drawn)	0.3	29	0	-1	-0.2	18	-1	-19	-18	16	3
CCOc1ccccc1NC(=O)C(Sc1ccccc1)c1ccccc1 (stereo not drawn)	0.4	6	-2	5	0.6	30	-8	2	23	7	10
N#C/C(C(=O)Oc1ccccc1)=C1/Nc2ccccc2-c2ccccc21	2.8	-9	-20	.	-0.2	11	-7	6	-7	20	18
Cc1ccc(/C=C2/SC(=S)N(CCCC(=O)Nc3ccc(O)cc3)C2=O)cc1	-4.6	44	4	.	0.4	-62	88*	-10	15	13	-8
COc1ccc(NC(=O)c2c[nH]c(=O)n(-c3ccc(C)c(C)c3)c2=O)cc1OC	0.5	8	2	3	-0.4	19	4	-39	-33	-2	-4
C/C(=N\NC(=O)CCn1nnc2ccccc21)c1cccs1	1.2	-38	5	-2	-0.2	-111	-3	5	-13	.	-168
Cn1c(CNc2ccc(Cl)cc2)nc2ccccc21	-1.1	-20	7	3	-0.3	-249	-117	-2	-2	-83	-272
Cc1ccc(NC(=S)NCc2ccc(F)cc2)cc1	-1.0	-1	0	3	0.1	-16	-6	4	-9	7	-48
O=C1/C(=C/c2cccnc2)CCc2c1[nH]c1ccccc21	-0.5	-81	-14	0	0.3	-127	-49	70*	62*	55	-200
COc1ccc(-n2cnc3c(N)nc(N)nc32)cc1	-0.7	-11	14	.	0.0	5	-35	-9	40	2	-2
O=C(Nc1ccccc1N1CCOCC1)c1ccccc1NS(=O)(=O)c1ccc(F)c(F)c1	3.5	-1	0	0	0.6	24	10	2	3	4	-5
Cc1ccccc1OCC(=O)NCC(C)(C)N1CCOCC1	0.6	5	-12	2	-0.5	14	-14	13	-3	4	9
COc1ccc(S(=O)(=O)N2Cc3ccccc3CC2C(=O)Nc2ccc(O)cc2)cc1OC (stereo not drawn)	0.8	-3	-7	2	-0.2	19	-14	-13	10	-1	11
CC(C)c1ccc(-n2cnn(-c3ncccc3[N+](=O)[O-])c2=O)cc1	-2.8	-5	-7	1	0.0	-186	-174	5	30	-64	-184
O=C(Nc1cccc(S(=O)(=O)N2CCOCC2)c1)c1cc2ccccc2o1	-1.0	-22	-21	-2	0.0	-19	15	5	-2	1	-35
Cn1c(=O)n(C)c2cc(NC(=O)c3cc4ccccc4o3)ccc21	0.4	-36	-11	4	0.1	-116	-30	-46	-6	-28	-297
O=C(O)c1cccc(S(=O)(=O)Nc2ccc(OCc3ccccc3)cc2)c1	-0.5	11	6	1	-0.2	-10	-16	4	3	-25	16
CC(C)COc1ccc(/C=C2/Sc3ccccc3C2=O)cc1	-3.8	-10	-1	-2	-0.2	-177	-2	4	26	-4	-127
O=C(Nc1cccnc1)c1ccc(Cl)c(S(=O)(=O)N2CCc3ccccc32)c1	0.8	-17	-5	-1	0.0	21	-8	-4	23	6	19
Cc1noc(C)c1COc1ccc(C(=O)OCC(=O)Nc2ccc3ccccc3c2)cc1	-1.4	10	6	1	-0.2	-8	6	0	-50	-11	-16

Entries of single compounds, looked up by structure. Screens in order: hiPSC survival | TRPM1 prom inh | KKLEB cytotox | NR2E3 ag-1 | aDG glyco up | Peg3 prom inh | NR2E3 ag-2 | CF NFkB block | TWEAK Fn14 block | Shn3 inh set2 | HIF-2a inh
Shown for `O=C(O)c1cccc(S(=O)(=O)Nc2ccc(OCc3ccccc3)cc2)c1` = -0.5 | 11 | 6 | 1 | -0.2 | -10 | -16 | 4 | 3 | -25 | 16
Shown for `O=C1/C(=C/c2cccnc2)CCc2c1[nH]c1ccccc21` = -0.5 | -81 | -14 | 0 | 0.3 | -127 | -49 | 70* | 62* | 55 | -200
Shown for `CC(C)COc1ccc(/C=C2/Sc3ccccc3C2=O)cc1` = -3.8 | -10 | -1 | -2 | -0.2 | -177 | -2 | 4 | 26 | -4 | -127

Going on with the list:
SMILES	hiPSC survival	TRPM1 prom inh	KKLEB cytotox	NR2E3 ag-1	aDG glyco up	Peg3 prom inh	NR2E3 ag-2	CF NFkB block	TWEAK Fn14 block	Shn3 inh set2	HIF-2a inh
CCOc1ccc(OCCSc2nc3ccccc3c(=O)[nH]2)cc1	-0.7	11	9	7	-0.2	-2	1	-3	-7	-23	1
Cc1ccc(S(=O)(=O)Cn2nnnc2C(C(C)C)N2CCC(O)CC2)cc1 (stereo not drawn)	1.4	4	9	4	-0.1	13	-5	19	-3	-1	10
Cc1nnc(N/N=C/c2c(Cl)cccc2Cl)n1N	-0.1	2	14	0	0.4	-4	-4	-13	-14	6	-15
N#CCCN(C(=O)COc1ccc(F)cc1Br)c1ccccc1F	0.3	-9	-2	6	0.1	-12	-8	4	-14	-7	-30
O=C(COC(=O)C1CC2CCCC(C1)C2=O)NNC(=O)c1ccccc1Br (stereo not drawn)	-2.1	-2	4	4	0.1	-9	8	8	10	-23	9
O=C(CCC(=O)NC1CC1)Nc1nnc(C2CCCCC2)s1	-1.6	-7	-2	1	-0.4	-2	7	-2	-5	-4	13
CC1(Cc2ccc3c(c2)OCO3)NC(=O)NC1=O (stereo not drawn)	-1.1	0	4	0	0.1	-1	12	0	0	-16	3
C/C(=N\N(C)C)c1ccc(OCCOc2ccc([N+](=O)[O-])cc2)cc1	0.1	6	0	-2	0.2	-23	-47	-4	-46	7	-79
CCN(c1cccc(C)c1)S(=O)(=O)c1c(C)[nH]c(=O)[nH]c1=O	2.6	-3	10	4	0.2	-3	-19	3	-5	16	10
CC12CCC(=O)N1C(C(=O)Nc1nc3c(F)cc(F)cc3s1)CS2 (stereo not drawn)	-0.1	13	11	-3	0.0	0	-30	-10	4	8	-47
O=c1c2cc(Cl)ccc2nc(-c2ccc([N+](=O)[O-])cc2)n1O	-0.9	-8	-32	3	0.1	16	5	-7	16	14	4
CN(C)CCNC(=O)NC(=O)c1ccc(Cl)cc1	-0.4	-10	2	-1	-0.4	8	-11	-5	-8	4	7
CC(=O)c1cccc(NC(=O)N(c2ccccc2)c2ccccc2)c1	-0.5	2	-4	1	-0.2	8	0	3	1	13	14
CCCCCCCC(=O)OC(CN1CCCCC1)CN1CCCC1=O (stereo not drawn)	0.3	7	1	-3	0.1	6	2	-11	11	11	-21
COc1ccc(NC(=O)CSc2nc(=O)n(CCN(C)C)c3c2CCCC3)cc1	0.0	-5	11	-4	0.2	13	-13	-8	-3	-7	12
Clc1ccc(Oc2ncnc3oc(-c4ccccc4)cc23)cc1	0.0	-8	16	0	-0.2	-15	8	-10	-11	-1	-18
Cc1cccc(N(CC(=O)NCc2ccc(F)cc2)C(=O)c2ccco2)c1	0.0	1	3	5	0.0	11	-6	6	0	-1	6
COc1cccc(Nc2ncnc3c2cnn3-c2cccc(C)c2)c1	0.9	-44	3	1	0.4	-141	-26	22	36	-7	-176
CC(C)NC(=O)N(C)C[C@H]1Oc2c(NS(=O)(=O)c3ccccc3)cccc2C(=O)N([C@H](C)CO)C[C@@H]1C	0.5	-2	-14	.	0.1	4	-5	11	5	-32	6
Cc1ccc(S(=O)(=O)N2CCN(c3ccc([N+](=O)[O-])c(NCCN4CCOCC4)c3)CC2)cc1	4.5	13	8	4	-0.1	21	7	-1	-16	18	16
Cc1ccc(-c2nn3c(C)nnc3c3ccccc23)cc1S(=O)(=O)NCCN1CCOCC1	1.8	-10	-1	2	-0.3	-9	7	-17	14	1	-1
O=C(c1ccc(Br)o1)N1CCN(Cc2ccccc2Cl)CC1	1.8	2	-13	0	0.3	0	-1	7	-13	-2	-5
COc1ccc(NC(C)=O)cc1S(=O)(=O)Nc1ccc(C(=O)N2CCCC2)cc1	0.6	-9	-12	-3	-0.1	4	-21	2	10	.	18
Cc1ccc(NC(=O)c2ccc(S(=O)(=O)N3CCCC3)cc2)cc1	-1.0	13	10	3	0.0	4	25	-24	8	-9	-2
CCOC(=O)C(C)Sc1nc2ccccc2c(=O)n1CC1CCCCC1 (stereo not drawn)	-4.6	4	-7	1	0.3	25	1	12	7	0	14
CCc1nnc(NC(=O)CCC(=O)NC2CCCc3ccccc32)s1 (stereo not drawn)	0.2	8	2	-3	-0.2	3	-18	-4	1	0	11
COc1cc(CN2CCNC(=O)C2CC(=O)N(Cc2nccn2C)C(C)C)cc(OC)c1 (stereo not drawn)	-0.1	10	5	2	0.2	-12	9	-18	3	-42	15
CC(=O)N1CCOc2ccc(S(=O)(=O)NCc3ccccc3Cl)cc21	-0.4	4	11	-6	-0.2	10	-9	-22	6	-37	6
CCCN(CCC)S(=O)(=O)c1ccc(C(=O)Nc2nnc(CSC)o2)cc1	-1.0	20	-5	-2	-0.2	26	56	-12	7	25	0
